# TAAR1 ag: human TAAR1 agonism | 360,000 tested, 0.99% active | activation, % at 3 µM | Q96RJ0 | CHO RD-HGA16 TAAR1, Fluo-8 calcium fluorescence; vehicle wells 0%, saturating PEA agonist 100%;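 active = activation above the mean activation of all test compounds in the run plus 3 SD, cut at about 38% in these data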
#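 Test system: RD-HGA16 (CHO) cells co-expressing Gα16 and hTAAR1 / Benchmarks: DMSO vehicle as 0%, PEA at EC100 as 100% / Repeats: no replicates (n 1) / Measure: % activation from peak over basal fluorescence ratio, DMSO-to-PEA scaled / Timing: 17-24 h plating, Fluo-8 75 min 37 °C, 30 min RT / Technique: kinetic Fluo-8 calcium fluorescence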
# OXTR potentiator: human OXTR potentiation. P30559. CHO-OTR cells, Fluo-8 calcium fluorescence, potentiator mode; 0% = oxytocin EC15, 100% = EC100. activation, % at 3 µM. 320,000 tested, 0.061% active;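 active = activation above that plate's cutoff, the mean activation of tested compounds plus 3 SD, cut at about 6.6% in these data, passing the limit was not always enough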;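 also: 100% uses oxytocin at 75 nM as the full agonist control; some results filed as inactive read as strong as hits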
# Target sequence (P30559 whole entry, looked up): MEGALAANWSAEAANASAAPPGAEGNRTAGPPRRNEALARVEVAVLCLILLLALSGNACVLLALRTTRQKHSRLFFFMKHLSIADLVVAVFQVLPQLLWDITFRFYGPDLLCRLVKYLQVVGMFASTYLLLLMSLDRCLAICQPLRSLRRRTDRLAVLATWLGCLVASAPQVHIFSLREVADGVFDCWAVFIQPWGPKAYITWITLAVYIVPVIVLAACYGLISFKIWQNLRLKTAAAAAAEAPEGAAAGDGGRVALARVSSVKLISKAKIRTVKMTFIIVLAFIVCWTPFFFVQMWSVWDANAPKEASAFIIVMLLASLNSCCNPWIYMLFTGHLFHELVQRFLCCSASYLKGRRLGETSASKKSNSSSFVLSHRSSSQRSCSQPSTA
#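 Measured by – Fluo-8 calcium dye fluorescence · Test system – human OTR in CHO cells · Dosing – one concentration, 3.0 µM compound · Controls – EC15 oxytocin alone as 0%, 75 nM oxytocin as 100% · Evaluation – normalized max/min fluorescence ratio, % activation · Timing – 6 min pre-incubation, 100 s read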
# CHRM1 antagonist: antagonists of human M1 muscarinic receptor. P11229. CHO-K1 hM1, Fluo-8 calcium fluorescence, ACh EC80 antagonist. 360,000 tested, 1.3% active. inhibition, % at 3 µM;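 active = percent inhibition above its own plate's cutoff, namely the mean of that plate's compound wells plus 3 SD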;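 also: peak over basal fluorescence ratio during 140 s after agonist addition; 0% = ACh EC80 plus DMSO and 100% = DMSO alone without agonist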
# Target sequence (P11229 whole entry, looked up): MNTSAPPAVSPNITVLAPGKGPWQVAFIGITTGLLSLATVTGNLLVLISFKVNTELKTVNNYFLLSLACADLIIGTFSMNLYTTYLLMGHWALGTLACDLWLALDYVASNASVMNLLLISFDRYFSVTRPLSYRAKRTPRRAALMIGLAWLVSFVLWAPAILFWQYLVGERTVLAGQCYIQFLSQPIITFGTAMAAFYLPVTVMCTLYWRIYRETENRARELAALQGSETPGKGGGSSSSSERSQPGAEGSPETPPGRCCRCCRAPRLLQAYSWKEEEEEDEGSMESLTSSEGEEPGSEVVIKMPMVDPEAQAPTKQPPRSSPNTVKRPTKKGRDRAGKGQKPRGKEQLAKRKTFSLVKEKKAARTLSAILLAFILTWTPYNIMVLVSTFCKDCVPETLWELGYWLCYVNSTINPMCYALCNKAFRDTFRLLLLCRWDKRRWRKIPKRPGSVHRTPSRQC
# CHO-K1 Ca PAM: M1 PAM counterscreen hit in parental CHO-K1 cells | ATP EC20, Fluo-8 calcium fluorescence; 0% at ATP EC20, 100% at ATP max | activation, % at 3 µM | 360,000 tested, 0.02% active;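 active = activation above the run cutoff, the mean activation of all test compounds plus 3 SD, cut at about 40% in these data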;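 also: peak over basal fluorescence ratio in a 140 s read after ATP addition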
# TAAR1 antag: antagonists of human TAAR1; Q96RJ0; CHO RD-HGA16 TAAR1, Fluo-8 calcium fluorescence, antagonist; inhibition, % at 3 µM; 360,000 tested, 1.5% active;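 active = inhibition above a per-plate cutoff, the mean inhibition of test compounds on that plate plus 3 SD, cut at about 49% in these data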;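 also: 0% = DMSO plus EC80 beta-PEA response and 100% = DMSO alone without agonist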
#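 System: RD-HGA16 CHO cells with stable hTAAR1 and Gα16 | Probe or stimulus: EC80 β-phenethylamine stimulus | Dosing: 3 µM, single point | Times: Dye loading 75 min at 37 °C, then 30 min room temperature | Measured by: Fluo-8 calcium-sensitive fluorescence | Read-out basis: % inhibition of agonist calcium response | Replicates: n of 1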
# M1 ag: agonists of human M1 muscarinic receptor; CHO-K1 hM1, Fluo-8 calcium fluorescence, agonist mode; 0% DMSO, 100% acetylcholine EC100; 360,000 tested, 0.33% active; activation, % at 3 µM;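 active = activation above the run's mean compound activation plus 3 SD, cut at about 16% in these data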;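 also: peak over basal fluorescence ratio within a 140 s kinetic read after compound addition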
# CHO-K1 Ca ag: M1 agonist counterscreen hit in parental CHO-K1 cells; Fluo-8 calcium fluorescence; scaled to maximal ATP response, vehicle zero; activation, % at 3 µM; 360,000 tested, 0.48% active; AID 602248; in the data active = activation above about 15%;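 also: untransfected CHO-K1 host cells lacking M1 receptor as counterscreen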
# CHO parental Ca: counter-screen: ATP calcium response change in parental CHO cells; parental CHO-K1, ATP-induced calcium, Fluo-8 fluorescence; inhibition, % at 5.6 µM; 330,000 tested, 0.63% active;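 active = inhibition above that plate's mean sample inhibition plus 3 SD, cut at about 26% in these data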;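 also: 0% = ATP-challenged DMSO wells and 100% = DMSO wells without ATP; some compounds past the cut are filed as inactive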
#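 material = parental CHO cells | also added = ATP as calcium-mobilizing challenge | dosing = single point at 5.6 µM | detection = intracellular calcium via Fluo-8 no-wash fluorescent dye | read-out = % inhibition | benchmarks = low control ATP plus DMSO, high control DMSO only | repeats = one well per compound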
# CHO-K1 Ca antag: M1 antagonist counterscreen hit in parental CHO-K1 cells | ATP-induced calcium, Fluo-8 fluorescence | inhibition, % at 3 µM | 360,000 tested, 0.6% active | AID 602250;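 active = inhibition above a per-plate cutoff, the plate's mean sample inhibition plus 3 SD, cut at about 24% in these data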;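 also: 0% = DMSO plus EC80 ATP and 100% = DMSO alone without ATP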
# Starred values were filed as active, the others as inactive; nt = not tested or not shown.
SMILES,TAAR1 ag,OXTR potentiator,CHRM1 antagonist,CHO-K1 Ca PAM,TAAR1 antag,M1 ag,CHO-K1 Ca ag,CHO parental Ca,CHO-K1 Ca antag
O=C1CC(N2CCN(Cc3ccccc3)CC2)C(=O)N1c1ccc2c(c1)OCCO2 (stereo not drawn),7,-15,10,6,-1,-6,0.4,-20,-3
CCC(C)N(C(=O)Cn1nnc(-c2ccc(F)cc2)n1)C1CCS(=O)(=O)C1 (stereo not drawn),2,-5,6,-10,-8,-3,0.5,2,6
CC(=O)OCC1=C(C(=O)O)N2C(=O)[C@@H](NC(=O)CSc3ccncc3)[C@H]2SC1,5,nt,1,-16,-21,-5,0.1,nt,0
O=C(Nc1ccc(CN2CCOCC2)cc1)c1ccc2ccccc2c1,6,-11,-2,-11,11,-2,1.7,-13,-1
CCN(c1ccccc1)S(=O)(=O)c1ccc(OC)c(NC(=O)c2cc(F)c(F)c(F)c2F)c1,0,-8,-8,10,-10,-1,0.7,-6,9
COCCNC(=O)CC(c1ccccc1)c1ccccc1,10,-15,-10,11,12,-2,0.2,-22,2
Cc1cnc(NC(=O)Cc2c[nH]c3ccccc23)s1,15,-2,-8,6,-12,6,1.0,-6,-22
COc1cc(NC(=O)c2cccc(Cl)c2)c(OC)cc1NC(=O)CN1CCOCC1,3,-7,-8,-6,23,0,2.2,-7,12
CCCOc1cccn2c(N(C=O)Cc3ccc(OC)cc3)c(CC)nc12,0,nt,26,-14,-26,0,0.1,nt,10
Clc1ccccc1C1Nc2cccc3cccc(c23)N1,-2,2,-28,8,6,-1,0.6,-6,-7
Cn1c(SCc2ccccc2)nnc1C1CCCNC1 (stereo not drawn),14,-4,4,12,3,-6,-0.1,-13,-10
CNC1=C(N(C(C)=O)c2ccc(Br)cc2)C(=O)c2ccccc2C1=O,-1,-3,2,28,0,-8,1.0,-16,-13
Cc1cccc(N2CCN(C(=O)c3[nH]c(C(F)(F)F)nc3-c3ccccc3)CC2)c1C,8,nt,-31,10,-5,3,6.0,nt,-15
O=C(c1cccc([N+](=O)[O-])c1)c1ccc2[nH]c(=O)[nH]c2c1,-1,-7,5,-13,15,-6,1.1,14,4
CC(C)CCNC(=O)CCS(=O)(=O)c1cccc2nonc12,2,-11,-1,4,-7,-1,-0.1,12,-10
C[C@@H](OC(=O)c1[nH]cnc1C(=O)N1CCN(C(=O)OC(C)(C)C)CC1)c1ccccc1,4,-9,3,10,-22,-3,-0.1,2,-7
CN(C)c1nc(N)nc(-c2cccnc2)n1,16,2,1,21,2,-2,0.9,-10,-12
O=C(CCn1nnc2ccccc2c1=O)N[C@@H](Cc1ccccc1)C(=O)O,16,1,-6,22,2,-2,0.7,5,-1
CC(C)C(=O)Nc1cccc(C(=O)NCc2ccc3c(c2)OCO3)c1,nt,-8,6,-4,nt,-5,0.6,-4,2
COc1ccc(/C=C2\SC(=S)N(c3cccnc3)C2=O)cc1,0,-4,3,8,-7,4,15,-1,1
CCOc1ccc(NC(=O)COC(=O)c2cc(=O)c3ccccc3o2)cc1,12,-4,-15,16,-16,-2,0.0,-6,-18
CC(C)(C)c1nnc(NC(=O)CCC2CCCCC2)s1,0,nt,-5,-7,-25,-2,0.1,nt,2
CCN1CCN(S(=O)(=O)c2ccc(Cl)c(C(=O)N(C)Cc3ccc(C(C)(C)C)cc3)c2)CC1,26,nt,21,-19,-27,-3,4.1,nt,-10
CC1CC(C)CN(c2ccc([N+](=O)[O-])cc2-c2nn[nH]n2)C1 (stereo not drawn),7,-1,6,0,7,-4,-0.1,-4,1
CCOc1ccccc1NC(=O)CSc1nnc(-c2ccco2)n1Cc1ccco1,-2,1,-12,20,0,-7,0.0,-24,-9
Cc1c(Cl)ccc2c1NC(=O)[C@]21[C@@H]2C(=O)N(Cc3ccccc3)C(=O)[C@@H]2[C@@H]2CCCN21,13,-2,-9,11,-18,-1,0.1,-34,5
CC1CC(C)CN(CC(O)COC2CC(C)CC(C)(C)C2)C1 (stereo not drawn),8,-2,27,10,-5,-3,6.5,-23,-4
O=C(c1ccccc1)c1nn(-c2cccc(Cl)c2)c2nc(-c3ccccc3)cc(=O)n12,-1,-11,2,4,-9,-2,-0.2,-7,4
CN(C)CCNC(=O)Cc1ncc(C(F)(F)F)cc1Cl,1,-6,-11,14,-6,-7,0.0,1,-12
COc1ccc(N2CCN(C(=O)c3cc4c(-c5ccc(Cl)cc5)nn(C)c4s3)CC2)cc1,-1,-4,-15,21,3,0,0.2,-13,-1
O=C(NC(Cc1ccccc1)C(=O)O)c1ccco1 (stereo not drawn),4,0,-5,10,5,-3,0.1,8,-14
N#CCCn1cc(C(=O)N2CCOCC2)c(-c2ccc3c(c2)OCCO3)n1,2,5,-8,-5,-18,-1,1.1,-1,-14
CCOCCCNC(=O)C1CCN(S(=O)(=O)c2ccc(C)cc2)CC1,4,-4,-9,-7,-10,-1,0.3,-6,-38
COc1ccc(CCN(CC(=O)NCc2ccc(F)cc2)C(=O)c2snc(C(N)=O)c2N)cc1OC,3,-3,-5,6,7,-6,2.4,-2,-11
O=C1N(Cc2cccc(Cl)c2)C[C@@H]2C[C@@H](c3ccco3)N3CCC[C@@]123,1,-1,-10,18,-7,-13,15,-24,2
Cc1nnsc1C(=O)NNS(=O)(=O)c1ccccc1,12,-2,-17,13,-3,-3,0.3,4,-8
O=C(NC1CCCCC1)C(c1ccncc1)N(C(=O)Cc1cccs1)c1ccccc1 (stereo not drawn),2,6,-13,11,17,-3,-0.1,3,-7
O=C(/C=C/c1ccco1)OCC(=O)c1ccc(OC(F)F)cc1,-1,-6,-9,-1,-7,-7,0.3,-12,-9
COc1cc(NC(=O)c2cc(OC)c(OC)c(OC)c2)cc(-n2cnnn2)c1,2,-2,-5,14,8,-4,1.9,-7,-5
O=c1[nH]nc(-c2ccc([N+](=O)[O-])o2)c(=O)[nH]1,0,nt,13,-4,4,-2,0.2,nt,1
CCOc1cc(C2Nc3ccccc3NC3=C2C(=O)CC(C)(C)C3)ccc1OC(C)=O (stereo not drawn),-1,-9,-3,-1,5,0,0.0,-11,-8
C=CCSc1nnc(NC(=O)c2c(CC)noc2C)s1,4,-11,15,-5,-26,-2,0.9,-11,4
Cc1cnc(NC(=O)CCNC(=O)c2ccc([N+](=O)[O-])cc2)s1,1,2,5,-4,0,-4,-0.4,1,8
Cc1ccc(-c2nc3ccccc3s2)cc1NC(=S)NC(=O)c1ccccc1,12,4,-12,6,-22,-4,4.6,-15,6
CC1=C(O)C(=O)C(c2c(C)cc(C)c(Br)c2C)=C(O)C1=O,3,nt,-22,15,-11,10,0.1,nt,-11
Cc1cc(C)n2nc(SCC(=O)NC3CCCCC3C)nc2n1 (stereo not drawn),3,2,-2,5,-21,-3,0.2,-11,-4
CCN(CCO)c1nc(N2CCCCC2)c2cnn(C)c2n1,-3,-3,-6,11,-14,-4,0.3,-13,-8
O=C(COc1ccc(Cl)c2cccnc12)N1CCOCC1,1,0,-11,12,-1,-2,0.5,-6,-11
O=C(Cc1ccccc1)c1ccc(O)cc1O,6,nt,-11,21,-17,-1,2.1,nt,-17
O=C(Cn1nnc2ccccc2c1=O)NCC1CCC(C(=O)O)CC1 (stereo not drawn),1,4,-11,11,-8,8,18*,4,3
O=C(NC1CCCC1)C(c1ccncc1)N(C(=O)c1ccco1)c1ccccc1 (stereo not drawn),-3,-14,-6,7,-36,0,-0.8,-26,0
Cc1ccc2c(CN(C)Cc3ccc(Cl)cc3)cc(=O)oc2c1,-3,-5,-6,9,1,-7,0.1,-20,-20
Cc1cc(C(=O)COc2cccnc2[N+](=O)[O-])c(C)n1Cc1ccco1,4,-19,-3,-9,6,-6,6.3,2,2
Cc1ccc(/C=C/C(=O)OC(C)C(=O)Nc2ccc(Cl)cn2)o1 (stereo not drawn),0,2,-7,20,16,-4,0.0,-16,-10
O=C(Nc1ccc(N2CCOCC2)cc1)c1cccc(S(=O)(=O)N2CCCC2)c1,2,-2,34*,7,11,-11,1.7,-13,-14
COCCCNC(=O)c1cc(=O)n(Cc2ccc(Cl)cc2)c2ccccc12,1,-1,-7,30,-20,-5,3.3,-12,-15
Cc1ccnc(NC2CCCCC2)c1,4,-8,20,-10,-15,-7,0.1,1,18
Cc1nc(N2CCN(Cc3ccc4c(c3)OCO4)CC2)nc2c1C(=O)CC(c1ccco1)C2 (stereo not drawn),6,-7,1,3,7,-5,-0.2,-14,12
Cc1cccc(N(C2C=CS(=O)(=O)C2)S(=O)(=O)c2ccccc2)c1 (stereo not drawn),10,-7,-3,16,6,-4,0.7,-22,-14
COc1cccc2cc(C(=O)N3CCN(C45CC6CC(CC(C6)C4)C5)CC3)c(=O)oc12,3,-11,14,19,-17,-6,0.6,-15,-9

# Part of the list above, showing only CHO parental Ca and TAAR1 antag:
SMILES	CHO parental Ca	TAAR1 antag
Cc1ccc(/C=C/C(=O)OC(C)C(=O)Nc2ccc(Cl)cn2)o1 (stereo not drawn)	-16	16
O=C(Nc1ccc(N2CCOCC2)cc1)c1cccc(S(=O)(=O)N2CCCC2)c1	-13	11

# Next part:
SMILES,TAAR1 ag,OXTR potentiator,CHRM1 antagonist,CHO-K1 Ca PAM,TAAR1 antag,M1 ag,CHO-K1 Ca ag,CHO parental Ca,CHO-K1 Ca antag
CC(OC(=O)c1ccc(Cl)nc1)C(=O)NC1(C#N)CCCCC1 (stereo not drawn),1,-8,-9,2,6,-5,1.1,1,3
Cc1nc(=O)cc(-c2ccccc2)n1-c1ccccc1,7,2,18,1,-12,-4,0.8,12,-7
O=C(NC1CCN(C(=O)N2c3ccccc3Sc3ccccc32)CC1)c1ccccc1F,0,-11,-18,25,15,-1,2.7,-23,-24
Cn1cnnc1SCC(=O)N1CCc2ccccc21,16,-3,6,11,0,-5,0.4,5,-6

# Entries of single compounds as entered above. Order of screens: TAAR1 ag	OXTR potentiator	CHRM1 antagonist	CHO-K1 Ca PAM	TAAR1 antag	M1 ag	CHO-K1 Ca ag	CHO parental Ca	CHO-K1 Ca antag
# Cc1nnsc1C(=O)NNS(=O)(=O)c1ccccc1 as listed: 12	-2	-17	13	-3	-3	0.3	4	-8
# Cc1cccc(N(C2C=CS(=O)(=O)C2)S(=O)(=O)c2ccccc2)c1 (stereo not drawn) as listed: 10	-7	-3	16	6	-4	0.7	-22	-14

# Bioassay records from PubChem.
